GPR55 activation = GPR55 agonists via beta-arrestin recruitment, primary screen, imaging, U2OS cells, beta-arrestin-GFP redistribution (AID 1961); activation, % at 10 µM; hits with a dose series show EC50 in µM; U2OS GPR55 beta-arrestin-GFP redistribution imaging; higher % means a stronger effect; 290,000 tested, 0.048% active;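 active means activation above 40% with more than 50 cells counted in the well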;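 further: U2OS osteosarcoma cells stably expressing GPR55 and beta-arrestin-GFP; plate controls were DMSO negative control for no effect and LPI positive control for full effect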
NOD1 NF-kB reporter = NOD1 signaling inhibitors, primary screen, cell-based, luminescence, uHTS (AID 1578) | inhibition, % at 4 µM; hits with a dose series show EC50 in µM | NOD1-driven NF-kB luciferase reporter cells, luminescence; higher % means a stronger effect | 290,000 tested, 1% active; in the data active means inhibition mostly above about 36%, no sharp cut-off; inactive means mostly below about 34%;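 further: HEK-293T reporter cells stimulated with the NOD1 agonist gamma-tri-DAP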
HIV fusion peptide = inhibitors of HIV fusion peptide binding, primary screen, biochemical, uHTS, fluorescence dequenching (AID 1986); 290,000 tested, 0.3% active; inhibition, % at 20 µM; hits with a dose series show IC50 in µM; cell-free peptide binding, fluorescence dequenching, 30 min; higher % means a stronger effect; in the data active means inhibition mostly above about 52%, no sharp cut-off; inactive means mostly below about 76%; further: some results filed as inactive read as strong as hits
KOR beta-arrestin-1 = kappa opioid receptor blockers – cell-based, luminescence, uHTS (AID 1778); KOR beta-arrestin recruitment, luminescence, antagonist mode; higher % means a stronger effect; 290,000 tested, 0.091% active; inhibition, % at 10 µM; hits with a dose series show IC50 in µM; further: strong numbers were not always called active
MgcRacGAP inhibition = MgcRacGAP GTPase-activating activity inhibitors, confirmation, biochemical, ADP Hunter fluorescence; 340,000 tested, 0.6% active; inhibition, % at 30 µM; hits with a dose series show IC50 in µM; MgcRacGAP-stimulated Rac1 GTP hydrolysis, ADP Hunter fluorescence; higher % means a stronger effect; GST-tagged Rac1 F28L mutant substrate;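 active means first-screen hits whose inhibition reached a set limit at any dose in the follow-up dose series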;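 further: fluorescence reports GDP produced by GAP-driven GTP hydrolysis; strong numbers were not always called active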
SV40 large T antigen = TAg ATPase/helicase activity blockers – biochemical (AID 1903); SV40 large T antigen ATPase/helicase inhibition assay; higher % means a stronger effect; one-dose inhibition, % at 20 µM; IC50 in µM for titrated hits; 310,000 tested, 0.39% active; in the data active means a potency from the dose series; further: strong numbers were not always called active
KOR beta-arrestin-2 = KOR agonists, beta-arrestin recruitment, primary screen, cell-based, luminescence, uHTS (AID 1777) | KOR beta-arrestin recruitment, luminescence; higher % means a stronger effect | activation, % at 10 µM; hits with a dose series show EC50 in µM | 280,000 tested, 0.02% active; in the data active means activation above about 50%, passing the limit was not always enough; further: a part of the inactive calls stands beside numbers as strong as those of hits
GPR55 antagonists = GPR55 antagonists blocking LPI-driven arrestin recruitment, primary screen, imaging, U2OS, beta-arrestin-GFP, LPI agonist (AID 2013); U2OS GPR55 beta-arrestin-GFP translocation imaging, LPI antagonism; higher % means a stronger effect; 290,000 tested, 0.13% active; inhibition, % at 10 µM; hits with a dose series show IC50 in µM;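 active means spots per cell inhibited over 60%, with over 100 cells counted and total cytoplasm intensity under 500,000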;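 further: U2OS cells stably carrying GPR55 and arrestin-GFP stimulated by 5 µM LPI near EC80; imaged beta-arrestin-GFP aggregate spots per cell after agonist stimulation; plate controls were LPI-stimulated DMSO wells for no effect and DMSO wells without LPI for full effect; some results filed as inactive read as strong as hits; confirmed hits need IC50 under 10 µM and bright autofluorescent wells are also inconclusive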
HEK293 NOD2/NF-kB = NOD2 signaling inhibitors, cell-based, luminescence, uHTS, HEK293 (AID 1566); inhibition, % at 4 µM; hits with a dose series show EC50 in µM; 290,000 tested, 0.63% active; HEK293 NOD2/NF-kB luciferase reporter, luminescence; higher % means a stronger effect; further: many of its hits are not listed in these tables
Starred values were filed as active, the others as inactive; x = no result given; [ ] = remark or other dose. Unless noted, no stated cut-off is given here; in the data, active means inhibition above about 50%; inactive means the rest. The list is partial (hit frequency here may not be typical).

Each structure is followed by: GPR55 activation	NOD1 NF-kB reporter	HIV fusion peptide	KOR beta-arrestin-1	MgcRacGAP inhibition	SV40 large T antigen	KOR beta-arrestin-2	GPR55 antagonists	HEK293 NOD2/NF-kB
1	COc1ccc(Cn2nc(C(=O)O)c3ccccc3c2=O)cc1F
 : -0.2%	1%	-2.1%	-2%	4%	6%	-2.6%	-8%	7%
2	COc1ccc(CN2CCN(Cc3ccccc3F)CC2)cc1OC
 : 0.2%	-10%	-0.1%	-31%[20 µM]	86µM*	9%	5.7%	8%	11%
3	Cc1nn(C(=O)c2ccccc2)c2c1C(=O)CC(C)(C)C2
 : -0.1%	-19%	1.4%	19%	5%	12%	-3.4%	6%	-7%
4	COc1cccc(OCC(O)CN2CC(C)CC(C)C2)c1 (configuration not stated)
 : 0.3%	26%	-4.1%	42%	5%	3%	-0.3%	5%	2%
5	O=C(Nc1nnc(SCC(=O)N2CCOCC2)s1)c1ccccc1
 : 0.1%	-18%	1.1%	-5%	5%	11%	0.7%	10%	-47%
6	N=C1C(c2nc(-c3ccc(F)cc3)cs2)=C(O)CN1Cc1ccc(Cl)cc1
 : 0.0%	-29%	-3.3%	-128%	-4%	21%	-0.1%	2%	-8%
7	O=C(Nc1ccc(Nc2ccccc2)cc1)c1ccc(Br)cc1
 : -0.3%	-28%	4.7%	-30%[20 µM]	9%	8%	6.9%	-12%	-3%
8	Cc1noc(C)c1S(=O)(=O)N1CCN(c2ccccc2)CC1
 : -0.1%	13%	12%	-12%	6%	9%	17%	7%	-5%
9	N=c1c2c(ncn1CCN1CCOCC1)Oc1ccc3ccccc3c1C2c1ccccc1 (configuration not stated)
 : -0.1%	-37%	2.5%	-41%	8%	5%	-3.5%	22%	-14%
10	COc1ccc(OC)c(NC(=O)C2CCCN(S(=O)(=O)c3cccc4nsnc34)C2)c1 (configuration not stated)
 : 0.3%	10%	-3.1%	-31%	6%	-2%	4.5%	-11%	14%
11	Cc1c(Cl)cccc1NC(=O)C1CCCCC1
 : 0.1%	-24%	-0.2%	12%	x	-4%	-3.8%	2%	7%
12	Cc1nc(Cl)sc1C(=O)Nc1cccc(Cl)c1
 : -0.1%	16%	-1.0%	-46%[20 µM]	-1%	2%	1.7%	25%	11%
13	COC(=O)c1ccc(C(=O)OC)c(NC(=O)CS(=O)(=O)Cc2ccccc2)c1
 : -0.1%	x	-1.3%	4%	11%	3%	-2.8%	8%	8%
14	CON=C1CCN(c2ncc(C(F)(F)F)cc2Cl)CC1
 : 0.0%	-22%	2.1%	-5%	0%	-1%	1.4%	10%	-8%
15	CCCn1cc(S(=O)(=O)c2ccccc2)c(=O)c2cc(OCC)ccc21
 : -0.1%	-29%	-0.8%	-12%	5%	6%	3.6%	0%	-6%
16	CN(C)c1ccc(C(=O)OCC(=O)N2CCCCCC2)cc1
 : -1.1%	-33%	-1.5%	3%	5%	15%	1.5%	8%	-11%
17	COc1ccc(C(=O)C2CCCN(Cc3cn[nH]c3-c3ccccc3)C2)cc1OC (configuration not stated)
 : 0.3%	-33%	-0.5%	-41%[20 µM]	8%	x	x	-4%	7%
18	COc1cc(OC)cc(C(=O)NCC(=O)OCC(=O)N2CCc3ccccc32)c1
 : 0.7%	-18%	0.3%	12%	6%	3%	1.1%	-10%	-2%
19	COCCNC(=O)c1c(NC(=O)c2nc(SC)ncc2Cl)sc2c1CCCC2
 : 0.3%	-34%	6.1%	-66%	20%	7%	12%	10%	7%
20	O=C1COc2ccc(C(=O)COC(=O)C3CC(O)CN3S(=O)(=O)c3ccc(Cl)cc3)cc2N1 (configuration not stated)
 : 0.0%	-11%	-2.5%	12%	4%	8%	-1.0%	4%	-2%

Molecules above that have an aryl thioether with sulfur outside any ring:
Each structure is followed by: GPR55 activation	NOD1 NF-kB reporter	HIV fusion peptide	KOR beta-arrestin-1	MgcRacGAP inhibition	SV40 large T antigen	KOR beta-arrestin-2	GPR55 antagonists	HEK293 NOD2/NF-kB
5	O=C(Nc1nnc(SCC(=O)N2CCOCC2)s1)c1ccccc1
 : 0.1%	-18%	1.1%	-5%	5%	11%	0.7%	10%	-47%
19	COCCNC(=O)c1c(NC(=O)c2nc(SC)ncc2Cl)sc2c1CCCC2
 : 0.3%	-34%	6.1%	-66%	20%	7%	12%	10%	7%

Part of the list above, showing only SV40 large T antigen.
entry	smiles	SV40 large T antigen
2	COc1ccc(CN2CCN(Cc3ccccc3F)CC2)cc1OC	9%
3	Cc1nn(C(=O)c2ccccc2)c2c1C(=O)CC(C)(C)C2	12%

The list goes on:
Each structure is followed by: GPR55 activation	NOD1 NF-kB reporter	HIV fusion peptide	KOR beta-arrestin-1	MgcRacGAP inhibition	SV40 large T antigen	KOR beta-arrestin-2	GPR55 antagonists	HEK293 NOD2/NF-kB
21	O=C(c1cc(C2CC2)nc2ccccc12)N1N=C(C(F)F)CC1(O)C(F)F (configuration not stated)
 : -0.5%	-25%	0.4%	14%	6%	26%	-6.2%	4%	5%
22	COc1cccc(NS(=O)(=O)c2ccc(C)c(C(=O)N3CCCCC3)c2)c1
 : 0.2%	-10%	1.1%	-3%	12%	6%	-4.6%	5%	5%
23	COC(=O)C(C)Sc1ccc2nnc(CCNS(=O)(=O)c3ccc(C)cc3)n2n1 (configuration not stated)
 : 0.1%	-3%	-1.6%	14%	7%	14%	-6.3%	10%	1%
24	O=S(=O)(c1ccc(Cl)cc1)N1CCN(CCc2ccccc2)CC1
 : 0.3%	-10%	-1.3%	-8%	3%	-4%	-1.5%	-1%	2%
25	COc1ccc(/C=C/C(=O)NCC(=O)N/N=C/c2ccc(OC)cc2)cc1
 : 0.5%	-18%	15%	-9%	15%	6%	1.2%	5%	13%
26	CN(C)CCN(C(=O)C1CCCCC1)c1nc2cc3c(cc2s1)OCO3
 : -0.1%	-12%	-2.1%	19%	5%	9%	11%	1%	-5%
27	COc1ccc(-c2[nH]nc3oc(=O)cc(C)c23)cc1
 : -0.2%	-17%	-0.6%	-1%	13%	4%	3.3%	-4%	3%
28	Cc1ccc(/C=C/C(=O)N2CCC(Cc3ccccc3)CC2)cc1
 : 0.6%	4%	3.0%	20%	2%	13%	1.1%	7%	-3%
29	COc1cc(OC)cc(C(=O)Nc2ccc(N(C)C)c3ccccc23)c1
 : -0.2%	-2%	0.1%	1%	6%	14%	-2.2%	12%	13%
30	Cc1ccc(Nc2nc(Cl)nc(NC3CCCCC3)n2)cc1
 : 2.6%	-15%	-0.1%	-14%	-1%	5%	4.5%	-12%	-41%
31	O=c1[nH]c2ccccc2cc1-c1nnn(-c2ccc(F)cc2)n1
 : -0.2%	-30%	0.4%	-23%	4%	-2%	1.0%	-2%	-76%
32	CCC1CCCCN1C(=O)CCNC(=O)Cn1cnc2ccccc2c1=O (configuration not stated)
 : 0.2%	-13%	0.1%	-26%	6%	15%	-1.0%	-10%	9%
33	O=C(NCCN1CCN(c2ccccc2)CC1)Nc1ccccc1Cl
 : 0.4%	-1%	2.3%	20%	5%	6%	0.7%	6%	11%
34	Cc1ccccc1NC(=O)c1cccc2c1C(=O)N(C1CCCCC1)C2
 : -0.1%	-19%	1.9%	-29%	7%	10%	5.5%	0%	22%
35	COc1cc(CNC(C)C)c(Br)cc1OC1CCCC1
 : 0.3%	-17%	0.9%	-23%[20 µM]	9%	5%	-2.4%	-1%	20%
36	O=C(O)Cc1csc2ccccc12
 : -0.1%	-5%	-1.8%	31%	12%	0%	-0.7%	3%	4%
37	CCc1ccc(NC(=O)Cn2cnc([N+](=O)[O-])c2)cc1
 : -0.1%	-23%	1.5%	-41%[20 µM]	6%	6%	-0.3%	6%	20%
38	Cc1c(C(=O)Nn2cnnc2)oc2ccccc12
 : -0.1%	-8%	-2.2%	-14%	2%	-1%	-5.3%	5%	11%
39	COc1cc2nc(NC(=O)c3ccccc3)sc(=O)c2cc1OC
 : -0.1%	-9%	1.5%	-7%	x	x	-2.7%	2%	-28%
40	COCCNC(=O)CCc1c(C)nc2c(-c3ccc(F)cc3)c(C)nn2c1C
 : 0.2%	-7%	-0.4%	-28%	14%	-1%	-1.0%	5%	-2%
41	Cc1cc(OCCCC(=O)Nc2cccc(-n3cnnn3)c2)ccc1Cl
 : 0.1%	-39%	0.7%	-15%	2%	12%	-1.9%	6%	19%
42	O=C(O)c1cccc(NC(=S)NC(=O)c2ccncc2)c1
 : 0.2%	-17%	-0.7%	26%	7%	-2%	-8.8%	4%	22%
43	CCS(=O)(=O)N1Cc2ccccc2CC1C(=O)Nc1nccs1 (configuration not stated)
 : 0.2%	-35%	1.6%	28%	2%	4%	-4.2%	19%	-30%
44	O=C(Nc1ccc2[nH]ncc2c1)c1ccccc1
 : 0.7%	-30%	1.3%	3%[20 µM]	5%	26%	-5.5%	-18%	-26%
45	CCOc1cc(/C=N/Nc2nc(N3CCCCC3)nc(N3CCCCC3)n2)ccc1OC(=O)c1ccco1
 : 0.2%	-19%	0.0%	15%	5%	9%	-1.1%	0%	-22%
46	CCOCCCNC(=O)c1ccccc1Br
 : -0.2%	-14%	-1.2%	24%	2%	12%	-4.0%	-5%	4%
47	c1ccc2nc3c(nc2c1)sc1nc2ccccc2n13
 : -0.1%	-10%	0.5%	-16%	x	x	1.9%	-2%	8%
48	CCc1ccc(N(CC(=O)NC2CCCCC2)S(=O)(=O)c2c(C)noc2C)cc1
 : -0.1%	-15%	12%	13%	4%	1%	-9.2%	14%	-6%
49	O=C(c1ccc(C#Cc2ccccc2)o1)N1CCN(c2ccccn2)CC1
 : -0.3%	-10%	3.4%	-13%	12%	11%	-3.7%	6%	10%
50	COc1cc(OC)cc(C(=O)N[C@H](C(=O)Nc2nc3c(s2)CCCC3)C(C)C)c1
 : -0.4%	12%	-1.6%	-22%	7%	6%	-2.4%	3%	19%
51	COc1cccc(C(C#N)N2CCOCC2)c1 (configuration not stated)
 : -0.1%	16%	-1.5%	x	6%	9%	-7.1%	12%	2%
52	CC1=CCC2C(=O)N(c3nc(C)cc(C)n3)C(=O)C2C1 (configuration not stated)
 : 0.2%	14%	-1.5%	-46%	12%	-3%	-7.0%	6%	14%

2 entries from above, with one line to a screen.
45	CCOc1cc(/C=N/Nc2nc(N3CCCCC3)nc(N3CCCCC3)n2)ccc1OC(=O)c1ccco1
52	CC1=CCC2C(=O)N(c3nc(C)cc(C)n3)C(=O)C2C1 (configuration not stated)
Assay by compound | 45 | 52
GPR55 activation | 0.2% | 0.2%
NOD1 NF-kB reporter | -19% | 14%
HIV fusion peptide | 0.0% | -1.5%
KOR beta-arrestin-1 | 15% | -46%
MgcRacGAP inhibition | 5% | 12%
SV40 large T antigen | 9% | -3%
KOR beta-arrestin-2 | -1.1% | -7.0%
GPR55 antagonists | 0% | 6%
HEK293 NOD2/NF-kB | -22% | 14%
